Assay outcomes: PubChem BioAssay, National Center for Advancing Translational Sciences (NCATS)
B2AR arrestin: agonists driving beta-arrestin recruitment to human beta2-adrenergic receptor; beta-arrestin recruitment to beta2AR, cell-based reporter; Potency, µM (highest dose often 46.1 µM), without a hit: top-dose activation, usual class: activators; AID 492947; 330,000 compounds, 0.02% hits;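 note: potency is the fitted concentration of half-maximal effect; 0% = DMSO controls and full agonism = EC100 isoproterenol or metaproterenol; nearly all actives have a fitted effect of over 65% in size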
Target sequence (P07550 whole entry, looked up): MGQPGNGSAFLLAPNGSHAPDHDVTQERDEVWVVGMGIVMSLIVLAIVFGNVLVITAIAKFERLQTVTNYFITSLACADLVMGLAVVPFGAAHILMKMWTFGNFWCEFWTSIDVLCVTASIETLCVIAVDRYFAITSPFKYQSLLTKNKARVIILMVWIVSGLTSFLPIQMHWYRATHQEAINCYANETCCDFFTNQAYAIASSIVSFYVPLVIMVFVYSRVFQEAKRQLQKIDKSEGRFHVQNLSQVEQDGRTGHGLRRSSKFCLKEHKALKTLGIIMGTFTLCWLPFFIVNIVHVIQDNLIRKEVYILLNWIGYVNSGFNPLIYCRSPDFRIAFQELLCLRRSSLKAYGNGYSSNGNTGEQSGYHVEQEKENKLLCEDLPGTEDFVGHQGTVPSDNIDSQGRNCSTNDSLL
ASM inhibitor: inhibitors of human secretory acid sphingomyelinase; 340,000 compounds, 0.006% hits; Potency, µM (highest dose often 57.5 µM), for the others: top-dose activity change, negative = inhibition, actives largely listed as inhibitors; P17405; placental ASM, HMU-PC fluorogenic substrate, 60 min; AID 504937; note: potency is the fitted concentration of half-maximal effect
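qHTS format. ASM enzyme prepared from human placenta hydrolyses the fluorogenic substrate HMU-PC0 (9 uM final) over 60 min at 37 °C after a 10 min compound preincubation.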
ELG1 genotoxic: inducers of genotoxicity in HEK293T ELG1-luciferase cells; HEK293T ELG1-luciferase reporter, luminescence, 16 h; Potency, µM (highest dose often 46 µM), inactives show at the highest dose activity change, positive = activation, hits mostly activators; 330,000 compounds, 1.3% hits; AID 504466; note: potency is the fitted concentration of half-maximal effect; % of control where 0% means no effect; nearly all actives have a fitted effect of over 60% in size
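DMSO vehicle served as control against compound-treated ELG1-luciferase HEK293T cells; exposure lasted 16 hr at 37 °C and 5% CO2, followed by ONE-Glo luminescence detection after 30 min.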
Integrin act MD: activators of alpha7 integrin expression for muscular dystrophy | alpha7betagal myoblasts, beta-gal FDG fluorescence, 48 h | Potency, µM (top dose mostly 38.3 µM), without a hit: at the highest dose activation, actives largely listed as activators | 350,000 compounds, 0.064% hits | AID 624291;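 note: potency is the fitted concentration of half-maximal effect; 100% = response of the positive control SU9516; nearly all actives have a fitted effect of over 60% in size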
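Alpha7betagal+/- myoblasts (passage 13) were plated 16-24 hr, then exposed to compounds (1:260 dilution of DMSO stock) for 48 hours at 37C. After MPER lysis, β-galactosidase reporter activity was read as FDG fluorescence (ex 480/em 540) after 30 minutes.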
uPA generation: blocks generation of uPA at the cell surface. AID 540303. Potency, µM (doses to about 38.3 µM), without a hit: at the highest dose activity change, negative = inhibition, hits mostly inhibitors. 330,000 compounds, 0.31% hits. cell surface uPA generation assay, qHTS; active = well fitted inhibition curve with a large enough effect; inconclusive = small, poorly fitted or top-dose-only effect; inactive = no such curve, though single readings can be large or run the other way; tested in mouse RAW 264.7 cells; note: potency is the fitted concentration of half-maximal effect; % is set by controls: 0 for no effect and ±100 for the full control effect; nearly all actives have a fitted effect of over 55% in size
TSG101-PTAP inh: blocks PTAP/TSG101 interaction to inhibit HIV-1 budding; Q99816; Fluorescence polarization, FITC-PTAP peptide / Tsg101 binding; Potency, µM (doses to about 115 µM), for the others: top-dose activity change, negative = inhibition, usual class: inhibitors; 340,000 tested, under 10 active; AID 493005; active = well fitted inhibition curve with a large enough effect in the main read-out, with a control signal flat, not every such curve was filed as active; inconclusive = small, poorly fitted or top-dose-only effect, or effect the other way, or a change in a side signal; inactive = no such curve, though single readings can be large or run the other way; note: potency is the fitted concentration of half-maximal effect; % of control where 0% means no effect
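Fluorescence anisotropy tracks displacement of a FITC-tagged PTAP peptide (50 nM) from the Tsg101 binding domain (10 uM), following a 20 min room-temperature incubation at pH 7.5.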
Eya2 phos inh: blocks the phosphatase activity of human Eya2. O00167. recombinant Eya2, OMFP fluorescence dephosphorylation (OMFP is methylfluorescein phosphate). Potency, µM (top dose mostly 76.9 µM), without a hit: at the highest dose activity, negative = inhibition, usual class: inhibitors. 330,000 compounds, 0.006% hits. AID 488837; note: potency is the fitted concentration of half-maximal effect; % is set by controls: 0 for no effect and ±100 for the full control effect
Target sequence (O00167 whole entry, looked up): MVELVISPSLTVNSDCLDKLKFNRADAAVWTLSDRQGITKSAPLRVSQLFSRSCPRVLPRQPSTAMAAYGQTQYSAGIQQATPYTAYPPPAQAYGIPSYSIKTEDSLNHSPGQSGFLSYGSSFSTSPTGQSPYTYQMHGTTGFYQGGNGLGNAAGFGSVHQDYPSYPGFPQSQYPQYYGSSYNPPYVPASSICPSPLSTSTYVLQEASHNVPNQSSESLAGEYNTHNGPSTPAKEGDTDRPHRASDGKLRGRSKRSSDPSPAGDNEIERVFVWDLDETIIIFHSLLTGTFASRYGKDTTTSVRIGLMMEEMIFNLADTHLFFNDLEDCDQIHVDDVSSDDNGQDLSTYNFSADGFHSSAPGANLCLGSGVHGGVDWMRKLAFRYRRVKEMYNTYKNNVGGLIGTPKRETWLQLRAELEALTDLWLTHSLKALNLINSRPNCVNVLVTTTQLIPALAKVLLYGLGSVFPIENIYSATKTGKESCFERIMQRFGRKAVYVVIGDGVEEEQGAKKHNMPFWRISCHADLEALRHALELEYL
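Eya2 protein (added as 0.2 uM solution) was preincubated with compound for 10 min at ambient temperature in 50 mM HEPES pH 7.5, 50 mM NaCl, 5 uM MgCl2, 0.05% BSA, 1 mM DTT. OMFP (added at 50 uM) then reacted 10 min; fluorescence read at 485/525 nm.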
USP2a block: USP2a (human) protease inhibition. Potency, µM (highest dose often 38.3 µM), without a hit: at the highest dose activity change, negative = inhibition, usual class: inhibitors. 330,000 compounds, 0.01% hits. USP2 core, Ub-CHOP2 coupled fluorogenic reporter, 485/531. AID 463254. O75604;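 note: potency is the fitted concentration of half-maximal effect; plate controls were DMSO wells for no effect and full inhibition by NEM control for full effect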
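Deubiquitinase activity read as fluorescence (485/531 nm) after Ub-CHOP2 cleavage activates the enterokinase reporter on its substrate; USP2 core 10nM, Ub-CHOP2 and substrate 25nM each, 30min compound preincubation then 60min RT; data normalized to NEM, curves fitted.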
TRPV1 ag: human TRPV1 agonism; TRPV1-expressing cells, Fluo-8 calcium influx, agonist mode; activation, % at 8.33 µM; 320,000 compounds, 0.19% hits; AID 540275; in the data active = activation above about 80%; inconclusive = between about 30% and that limit; note: 0% is about no effect
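Fluo-8 calcium influx in TRPV1-expressing cells, kinetic read (ex 480/em 520 nm). Compound added and read 3 min for agonist activity, followed by capsaicin at EC20 final and 2 min further read for enhancement.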
p53 reactivation: mutant p53 re-activation in reporter cells. H1299 p53-A138V BP100-luciferase reporter, luminescence, 24 h. Potency, µM (doses to about 92.2 µM), for the others: at the top dose activity change, positive = activation, most hits filed as activators. 320,000 compounds, 0.063% hits; note: potency is the fitted concentration of half-maximal effect; % of control where 0% means no effect; nearly all actives have a fitted effect of over 45% in size
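H1299 (p53-null), stable ts p53-A138V + BP100-Luc; 1000 cells/well, Opti-MEM/10% FBS; cpd 4 pt, 1:5; 24 h, 37 deg C, 5% CO2; detection reagent 10 min RT; luminescence.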
BRCA1 expr up: BRCA1 expression activation; MCF7-BRCA1-FFLuc reporter, luminescence, 48 h; response scale: scaled: vehicle 0%, 10 µM genistein 100%; 380,000 compounds, 1.1% hits; AID 624202; Potency, µM (doses to about 46.1 µM), for inactives: at the highest dose activation, hits mostly activators; note: potency is the fitted concentration of half-maximal effect; nearly all actives have a fitted effect of over 80% in size; some results filed as inactive show a strong effect at the top dose
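First, MCF7-BRCA1-FFLuc cells (2000/well) attach for 2 h; next, compounds are pin-added and incubated 48 h at 37 °C; finally, luciferase reagent is added and luminescence read after 15 min.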
Active calls of the source: *; ? = inconclusive; nt = not tested or not shown; [ ] = another dose, or the depositor's remark. Unless noted, calls come from the whole dose curve; as a rule, active = well fitted curve in the direction sought with a large enough effect; inconclusive = small, poorly fitted or top-dose-only effect, or another doubt; inactive = no such curve, though single readings can be large; an effect the other way counts as inactive or inconclusive.

SMILES	B2AR arrestin	ASM inhibitor	ELG1 genotoxic	Integrin act MD	uPA generation	TSG101-PTAP inh	Eya2 phos inh	USP2a block	TRPV1 ag	p53 reactivation	BRCA1 expr up
COc1ccc(NC(=O)c2[nH]c(C)c(C(C)=O)c2C)cc1S(=O)(=O)Nc1ccc(Br)cc1	-0.6%	-27%	7%	24%	1%	-6%	?	-2%	0	-1%	-71%
Cc1ccc(S(=O)(=O)n2nc(C)cc2C)cc1	-0.2%	-2%	-4%	4%	nt	-8%	3%	-1%	-4	10%	0%
O=C(NC1CCCC1)c1ccc(CS(=O)(=O)c2ccc(Cl)cc2)o1	0.2%	0%	0%	13%	-3%	-4%	-4%	2%	3	-7%	-6%
CCOC(=O)C[N+]1(C)CCN(C(C)=O)CC1	0.2%	-2%	1%	-20%	4%	1%	-5%	4%	0	-3%	-1%
Cn1ncc(Cl)c1C(=O)N1CCN(c2cccc(Cl)c2)CC1	1.7%	-3%	-14%	9%	-3%	-2%	-4%	1%	3	-14%	-28%
Cc1ccc(NNC(=O)C2CCC2)cc1C	-0.3%	-2%	10%	-23%	6%	3%	1%	0%	1	11%	-4%
CC(C)SCc1nc2ccccc2[nH]1	0.8%	19%	3%	-28%	1%	-5%	10%	-6%	-1	5%	10%
CC(C)Nc1nc(Oc2ccc(Cl)cc2Cl)cc(C(F)(F)F)n1	-0.1%	-4%	-3%	-9%	5%	-2%	-22%	1%	12	-3%	-1%[1.84 µM]
COc1ccc(C(=O)NNC(=O)C2(C)CC2(Br)Br)cc1 (stereo not given)	0.1%	5%	9%	11%	-3%	0%	1%	1%	11	?	64%
COc1ccc(CNC(=O)CN(c2ccccc2)S(=O)(=O)c2ccccc2[N+](=O)[O-])cc1	-1.0%	-1%	-10%	9%	1%	0%	2%	1%	5	2%	-1%
CN(C(=O)COC(=O)c1cncc(Br)c1)C1CCS(=O)(=O)C1 (stereo not given)	0.3%	1%	-3%	0%	-1%	-3%	-1%	1%	2	5%	21%
COc1ccc2[nH]c(C)c(C(=O)CN(C)CC3OCCO3)c2c1	-0.7%	1%	0%	-5%	1%	0%	-1%	1%	-4	5%	-4%
Cc1nn(CC(=O)c2ccc3c(c2)OCCO3)c(=O)c(C#N)c1C	-1.1%	2%	9%	20%	0%	-8%	-3%	2%	nt	7%	-36%
Cc1ccccc1NC(=O)CCCCC(=O)Nc1ccccc1C	-0.2%	-5%	0%	-18%	2%	-1%	3%	1%	1	15%	6%
Cc1[nH]c2ccccc2c1C(=O)CSc1ccc(F)cc1	0.1%	-1%	8%	23%	1%	-1%	-3%	-1%	8	?	52%
O=C(NCc1ccccc1)C1CCC(=O)N(CC2CCCCC2)C1 (stereo not given)	0.3%	-2%	-3%	2%	-4%	-3%	-1%	-8%	3	12%	2%
Cc1[nH]n2c(=O)c3c(nc2c1-c1ccccc1)CCC3	0.0%	4%	-14%	12%	-1%	-1%	5%	0%	1	-8%	-43%
Cc1ccc(/C=N/N=C/c2ccc(C)s2)s1	-0.1%	-1%	3.7µM*	2%	0%	0%	5%	2%	11	?	?
N#CC1C(C#N)N2CCCN2C1c1ccc(Br)cc1 (stereo not given)	-0.5%	0%	-1%	33%	1%	2%	12%	0%	-3	3%	-28%
Cc1c(-c2ccc(F)cc2)[n+](=O)c2c(n1[O-])CCCCC2	-1.3%	2%	1%	-10%	1%	-4%	2%	3%	0	-4%	4%

Pulled by compound from the list above:
SMILES	B2AR arrestin	ASM inhibitor	ELG1 genotoxic	Integrin act MD	uPA generation	TSG101-PTAP inh	Eya2 phos inh	USP2a block	TRPV1 ag	p53 reactivation	BRCA1 expr up
Cc1ccc(NNC(=O)C2CCC2)cc1C	-0.3%	-2%	10%	-23%	6%	3%	1%	0%	1	11%	-4%
O=C(NCc1ccccc1)C1CCC(=O)N(CC2CCCCC2)C1 (stereo not given)	0.3%	-2%	-3%	2%	-4%	-3%	-1%	-8%	3	12%	2%
Cc1[nH]n2c(=O)c3c(nc2c1-c1ccccc1)CCC3	0.0%	4%	-14%	12%	-1%	-1%	5%	0%	1	-8%	-43%

Individual results from the results shown.
Value for `Cc1c(-c2ccc(F)cc2)[n+](=O)c2c(n1[O-])CCCCC2` in Eya2 phos inh: 2%
Value for `Cc1ccc(NNC(=O)C2CCC2)cc1C` in B2AR arrestin: -0.3%

(listing goes on)
SMILES	B2AR arrestin	ASM inhibitor	ELG1 genotoxic	Integrin act MD	uPA generation	TSG101-PTAP inh	Eya2 phos inh	USP2a block	TRPV1 ag	p53 reactivation	BRCA1 expr up
Cc1ccccc1N1CCN(C(=O)[C@@H]2CCCN2C2=NS(=O)(=O)c3ccccc32)CC1	5.6%	0%	-3%	30%	-6%	-10%	10%	4%	-1	-2%	2%
O=S(=O)(/C=C/c1ccccc1)N1CCN(Cc2ccccc2)CC1	-0.2%	0%	-2%	1%	-1%	-1%	-5%	-1%	27	-3%	23%
O=C(C=Cc1ccco1)c1cc(Cl)ccc1O	nt	-18%	nt	9%	2%	-3%	nt	nt	nt	nt	-27%
COC(=O)c1cccc(NC(=O)CCCOc2ccccc2)c1	-0.4%	-2%	2%	11%	5%	-3%	13%	4%	?	2%	3%
CCn1cc(C(=O)Nc2ccc(C)cc2[N+](=O)[O-])c(C)n1	nt	-3%	nt	25%	-5%	0%	nt	nt	nt	nt	44%
COc1cccc(-c2cc3nc4c(c(N5CCC6(CC5)OCCO6)n3n2)CCCC4)c1	-0.1%	-1%	13%	6%	-21%	0%	-29%	-1%	-4	?	-46%
O=C(CC(C(=O)O)c1c[nH]c2ccccc12)c1ccccc1 (stereo not given)	-0.6%	3%	5%	-7%	1%	2%	-14%	4%	2	1%	-13%
CC(C)(O)c1cc(=O)sc2nc3ccccc3n12	0.2%	1%	?	-16%	-6%	-2%	-24%	2%	0	?	?
O=C1c2cccc3c(N4CCCCC4)ccc(c23)C(=O)N1c1cccc(O)c1	-0.9%	-15%	12%	?	1%	?	?	?	?	10%	43%
Cc1cccc(Nc2nc(N)c([N+](=O)[O-])c(N3CCC(C)CC3)n2)c1	-2.1%	-25%	-1%	-37%	-12%	?	-13%	-3%	0	2%	-58%
CC1=C(C(=O)NC2CCCC(C)C2C)C2(CCCCC2)OC1=O (stereo not given)	-0.5%	-1%	-3%	12%	-1%	-4%	-23%	1%	0	-3%	10%
CN1CCN(C(=O)C2=C[C@H](c3ccc(C(F)(F)F)cc3)C[C@H](OCCCCO)O2)CC1	nt	-2%	nt	-2%	-9%	-5%	nt	nt	nt	nt	0%
Cc1c(Br)c(=O)[nH]c(=O)n1COCc1ccccc1	0.5%	1%	-4%	-48%[inhibitor]	4%	-4%	-7%	5%	-1	4%	-13%
C[C@@H]1CN([C@H](C)CO)C(=O)c2cc(NC(=O)Cc3cn(C)c4ccccc34)ccc2O[C@H]1CN(C)C(=O)Nc1ccc2c(c1)OCO2	-0.1%	-9%	3%	4%	25%	-3%	-4%	1%	nt	1%	0%
CCCn1c(=O)c2ccccc2n2c(SCC(=O)c3ccc(CC)cc3)nnc12	-0.5%	4%	4%	-8%	1%	-2%	12%	-4%	5	-5%	12%
O=C(Nc1ccnn1C1CCN(C(=O)c2cc(Cl)ccc2F)CC1)C1CCOC1 (stereo not given)	-0.2%	1%	1%[9.26 µM]	16%	-11%	1%	6%	-5%	-1	-1%	-15%
COc1ccc2c(=O)c(C(=O)NCc3ccccc3)c[nH]c2c1	-0.6%	-3%	1%	-8%	5%	-1%	-5%	-1%	5	-2%	30%
COC(=O)c1ccccc1OC(=O)c1cc2ccccc2oc1=O	0.1%	4%	1%	18%	0%	-1%	-8%	1%	2	17%	-1%
CC(=O)c1ccc(N2CCN(C(=O)/C=C/c3ccc(S(=O)(=O)NCc4ccco4)cc3)CC2)cc1	0.0%	-5%	-20%	-11%	-10%	-4%	10%	0%	0	-4%	-46%
O=C(NCCC1CCCCN1S(=O)(=O)c1ccccc1)C(=O)NCc1ccco1 (stereo not given)	0.3%	-2%	9%	-10%	1%	-10%	-3%	3%	-2	-1%	-29%

Limited to BRCA1 expr up (3 entries from above):
Molecule	BRCA1 expr up
O=C1c2cccc3c(N4CCCCC4)ccc(c23)C(=O)N1c1cccc(O)c1	43%
Cc1cccc(Nc2nc(N)c([N+](=O)[O-])c(N3CCC(C)CC3)n2)c1	-58%
CC1=C(C(=O)NC2CCCC(C)C2C)C2(CCCCC2)OC1=O (stereo not given)	10%
